Screening data as filed in PubChem.
CHT PAM: allosteric activators of human choline transporter CHT; CHT-expressing cells, membrane potential dye, choline EC20; stronger effect = higher value; LV-AA mutant CHT in HEK293 cells; B-score at 10 µM; 0.49% of 310,000 active;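 active means initial fluorescence not abnormally high and integrated response B-score, plate-corrected, over 3 SD above library mean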
CHT inh: inhibitors of human choline transporter CHT | Q9GZV3 | CHT-expressing cells, membrane potential dye, choline response; stronger effect = lower value | B-score at 10 µM | 0.86% of 310,000 active;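 active means B-score over 3 SD under the library average, and starting fluorescence ratio not unusually high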;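 further: choline stimulus applied at its EC90 after an EC20 pre-addition; B-score computed on integrated fluorescence ratio after choline addition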
STK33 kinase inh: human STK33 kinase inhibition; purified STK33, MBP phosphorylation, ADP-Glo luminescence; Q9BYT3; 0.073% of 320,000 active; inhibition, % at 10 µM;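 active means inhibition at or above 25%, using the most active replicate where run in duplicate; inactive means inhibition below 25%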
Target sequence (Q9BYT3 whole entry, looked up): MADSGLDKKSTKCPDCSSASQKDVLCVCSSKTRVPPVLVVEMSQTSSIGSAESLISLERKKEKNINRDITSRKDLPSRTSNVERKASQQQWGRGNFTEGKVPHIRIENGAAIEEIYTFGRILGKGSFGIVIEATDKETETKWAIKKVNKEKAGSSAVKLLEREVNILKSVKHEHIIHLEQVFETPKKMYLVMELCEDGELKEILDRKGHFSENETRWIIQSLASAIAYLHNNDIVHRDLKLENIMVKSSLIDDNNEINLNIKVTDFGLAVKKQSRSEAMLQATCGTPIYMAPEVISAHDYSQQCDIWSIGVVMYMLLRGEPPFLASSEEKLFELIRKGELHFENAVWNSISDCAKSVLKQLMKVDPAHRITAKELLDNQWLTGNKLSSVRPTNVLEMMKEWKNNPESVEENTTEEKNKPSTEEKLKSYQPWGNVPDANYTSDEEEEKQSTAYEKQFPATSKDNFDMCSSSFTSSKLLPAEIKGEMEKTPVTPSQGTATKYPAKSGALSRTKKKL
* hit, by the source's call; i = inactive; / = no result given.

SMILES	CHT PAM	CHT inh	STK33 kinase inh
O=C(O)CCN1C(=O)c2ccc(NC(=O)COc3ccccc3)cc2C1=O	i	i	-1.4
CC(C)(C)C(=O)COC(=O)c1cc(-c2cccnc2)nc2ccccc12	i	i	-0.1
O=C1c2ccccc2C(=O)C1c1ccc(O)cc1	i	i	2.2
COc1ccccc1C(=O)Nc1ccc2ccccc2c1	i	i	0.6
CC(=O)c1ccc(NC(=S)NNC(=O)NC2CCCCC2)cc1	i	i	0.4
O=C(OCCN1CCOCC1)c1ccc(OCCN2CCOCC2)cc1	i	i	-0.4
Cc1ccc(-n2nc3c(=O)n(CCCC(=O)NCc4ccccc4Cl)nc(C)c3c2C)cc1	i	i	-2.1
NS(=O)(=O)c1ccc(NC2=CC(=O)C(=O)c3ccccc32)cc1	i	i	2.9
COCCNC(=S)N1CCN(S(C)(=O)=O)CC1	i	i	0.0
Fc1ccc(-n2c(Cc3ccccc3)nnc2SCc2nc(-c3cccs3)no2)cc1	i	i	0.8
Cn1/c(=N\NC(=O)c2ccccc2Cl)sc2ccccc21	i	i	-0.2
C=CCn1c(C(CCCC)CC(C)O)n[nH]c1=S (stereo not drawn)	i	i	0.2
Cc1ccc(-n2nnnc2SCC(=O)NC2CCCc3ccccc32)c(C)c1 (stereo not drawn)	i	i	/
C/C(=N\NC(=O)CN1CCN(Cc2ccccc2)CC1)c1ccncc1	i	i	-0.6
COc1ccc(NC(=O)C2CCN(C(=O)Cc3ccccc3)CC2)cc1OC	i	i	-0.3
Cn1c(=O)c2cc(S(=O)(=O)NCCC(=O)NCc3ccccc3Cl)ccc2n(C)c1=O	i	i	0.4
Cc1ccccc1-c1nc(CN2CCC(C(=O)NCCCN3CCCC3)CC2)c(C)o1	i	i	0.0
O=S(=O)(c1ccccc1)N1CCC(O)(CSc2ccc(Cl)cc2)CC1	i	i	-1.7
CC1(c2nnc(-c3ccncc3)o2)CC(c2cccnc2)=NO1 (stereo not drawn)	i	i	0.8
CCOc1ccccc1NC(=O)CSc1nc(N)c(C#N)cc1C#N	i	i	1.1

Filtered by structure: the compounds so far containing two or more sulfur atoms.
SMILES	CHT PAM	CHT inh	STK33 kinase inh
COCCNC(=S)N1CCN(S(C)(=O)=O)CC1	i	i	0.0
Fc1ccc(-n2c(Cc3ccccc3)nnc2SCc2nc(-c3cccs3)no2)cc1	i	i	0.8
O=S(=O)(c1ccccc1)N1CCC(O)(CSc2ccc(Cl)cc2)CC1	i	i	-1.7

(next part)
SMILES	CHT PAM	CHT inh	STK33 kinase inh
CCC(=O)Nc1ccc(NC(=O)c2ccc3ccccc3c2)cc1	i	i	-2.1
OC(CNCc1ccccc1)(c1ccc(F)cc1)c1ccc(F)cc1	i	i	-0.3
CCN(CC)CCOC(=O)c1ccc(NC(=O)CCCN2C(=O)S/C(=C/c3ccc(OC)cc3)C2=S)cc1	i	i	-1.5
O=C(CN1c2ccccc2Sc2ccccc21)N/N=C/c1ccc([N+](=O)[O-])cc1	i	i	0.1
Cc1ccc(/C=N\NC(=O)C2COc3cc4ccccc4cc3O2)o1 (stereo not drawn)	i	i	-2.2
Cc1ccc(SCCOCCN2CC(C)OC(C)C2)cc1 (stereo not drawn)	i	i	-1.1
CCc1ccccc1NC(=O)C1=CC(c2ccc(OC)c(OC)c2)=NS(=O)(=O)N1C	i	i	1.0
CCN(CC)S(=O)(=O)c1cc(C(=O)Oc2cccc(-c3cnc4ccccc4n3)c2)ccc1OC	i	i	-0.4
Cc1cccc(NC(=O)Cn2nnc(-c3cccs3)n2)c1C	i	i	-0.9
COc1ccccc1NC(=O)Nc1nc(CC(=O)Nc2ccc(F)cc2)cs1	i	i	0.5
CC(=O)N1CCN(c2ccc(NC(=O)c3cccc([N+](=O)[O-])c3)cc2)CC1	i	i	-1.5
CCOC(=O)N1CCN(c2ccc(F)cc2[N+](=O)[O-])CC1	i	i	0.4
CC(=O)c1c(C)[nH]c(C(=O)Nc2ccc(C)cn2)c1C	i	i	-2.6
Cn1ncc2c(NCc3ccccc3)nc(NCCCO)nc21	i	i	-0.5
Nc1cc(N)nc(SCC(=O)NCC2CCCO2)n1 (stereo not drawn)	i	i	-1.1
CCCCOc1ccc(CNn2c(C)nc3ccccc3c2=O)cc1	i	i	9.2
CC(=O)Nc1ccccc1OCC(=O)NC(C)c1ccc(F)cc1 (stereo not drawn)	i	i	-0.9
O=C(NC(=S)NCCc1ccccc1)c1ccco1	i	i	0.3
O=C(Nc1ccccc1)Nc1ccc(F)c([N+](=O)[O-])c1	i	i	-2.5
O=S(=O)(Nc1ccncc1)c1ccccc1	i	i	-1.8
CCSc1ccc([C@@H]2[C@@H]3C(=O)N(CC)C(=O)[C@@H]3[C@]3(C(=O)OC)CCCCN23)cc1	i	i	0.0
CC1(C)N=C(/C=N/O)C=[N+]1[O-]	i	i	-0.8
c1ccc(-c2cnc(-c3ccccc3)nc2)cc1	i	i	-1.1
CC(NC(=O)c1cccc(OC2CCN(C(=O)C3CC3)CC2)c1)c1ccc(F)cc1 (stereo not drawn)	i	-6.28*	-0.5
O=C(NCc1ccccc1)c1ccccc1OCC(=O)N1CCCCC1	i	i	-0.5
Cc1noc(C)c1S(=O)(=O)N1CCC(C(=O)N2CCC(N3CCCCC3)CC2)CC1	i	i	-0.7
COc1ccccc1C(=O)COC(=O)CNC(=O)c1ccc(Br)o1	i	i	0.8
O=C1CCCC2=C1C(c1ccc(OS(=O)(=O)c3ccc(Cl)cc3)cc1)C1=C(CCCC1=O)O2	i	i	0.9
Cc1noc(C)c1CSc1nnc2n(-c3ccccc3)c(=O)c3ccccc3n12	i	i	2.1
COc1ccc(C(=O)CSc2ncnc3nc[nH]c23)cc1	i	i	0.7
Cc1ccc(CC(=O)NCCCc2ccccc2)cc1	i	i	-2.0
CCc1cccc(CC)c1NC(=O)NC1CCCCC1	i	i	-1.2
COc1cccc(NC(=O)N2CCC(n3nnc4ccccc43)CC2)c1	i	i	-0.6
COc1ccc(C(=O)C2CCCN(C(=O)c3ccc(F)cc3)C2)cc1OC (stereo not drawn)	i	i	-0.1
CC(C)Cc1nnc(NC(=O)CCC(=O)NC2CCCCCCC2)s1	i	i	-2.0
Cc1ccc(/C=N/NC(=O)c2cccs2)cc1[N+](=O)[O-]	i	i	0.2
CCN(CC)C(=O)C(=O)c1cccn1-c1cccc(OC)c1C#N	i	i	-1.6
Cc1c(C(=O)NCC2CCCO2)oc2c(Cl)cccc12 (stereo not drawn)	i	i	-0.3
Cc1nnc(SCC(=O)N/N=C/c2cc(Cl)c(O)c(Cl)c2)s1	i	i	-1.0
O=C(O)C1=C[C@@H](C2CC2)C[C@@H](OCCCCO)O1	i	i	-0.9

Seven successive compounds already listed, for reference:
SMILES	CHT PAM	CHT inh	STK33 kinase inh
O=C(O)CCN1C(=O)c2ccc(NC(=O)COc3ccccc3)cc2C1=O	i	i	-1.4
CC(C)(C)C(=O)COC(=O)c1cc(-c2cccnc2)nc2ccccc12	i	i	-0.1
O=C1c2ccccc2C(=O)C1c1ccc(O)cc1	i	i	2.2
COc1ccccc1C(=O)Nc1ccc2ccccc2c1	i	i	0.6
CC(=O)c1ccc(NC(=S)NNC(=O)NC2CCCCC2)cc1	i	i	0.4
O=C(OCCN1CCOCC1)c1ccc(OCCN2CCOCC2)cc1	i	i	-0.4
Cc1ccc(-n2nc3c(=O)n(CCCC(=O)NCc4ccccc4Cl)nc(C)c3c2C)cc1	i	i	-2.1

Going on with the list:
SMILES	CHT PAM	CHT inh	STK33 kinase inh
CCC(=O)Nc1nn(C)c2nc3c(C)cccc3cc12	i	i	-0.9
CC(=O)N(Cc1cc(=O)[nH]c2ccccc12)c1ccc(C)cc1C	i	i	0.2
CC(C)(C)NC(=S)N/N=C/c1cc(Br)c(O)c(Br)c1	i	i	0.2
NC(=O)CN1C(=O)C(O)(CC(=O)c2ccccc2O)c2ccccc21 (stereo not drawn)	i	i	0.0
O=C(NCCc1ccccn1)c1cc2ccccc2o1	i	i	0.5
COCCNC(=O)CSc1ccccc1C(=O)O	i	i	-0.1
COC(=O)[C@@H]1CCCN1C(=O)c1cc(COc2cccc3cccnc23)on1	i	i	-0.8
Cc1ccccc1NC(=O)CCN1CCCCCC1	i	i	-0.5
COc1ccc(N2CCN(c3ncnc4scc(-c5ccc(F)cc5)c34)CC2)cc1	i	i	-1.6
COc1cccc(OC)c1C(=O)OCC(=O)NCC(C)C	i	i	-0.3
O=C1c2cccnc2C(=O)N1Cc1ccc2c(c1)OCO2	i	i	0.0
CCOC(=O)c1[nH]c(C)c(/C(O)=C2\C(=O)C(=O)N(CCN(C)C)C2c2ccncc2)c1C (stereo not drawn)	i	i	0.3
CCCn1nnnc1SCC(=O)N1CCN(C(=O)c2ccco2)CC1	i	i	-1.2
Cc1ccc(-c2noc(CC(c3ccccc3)c3ccccc3)n2)cc1	i	i	-2.0
Cc1ccc(C2NC(=O)NC(O)(C(F)(F)F)C2C(=O)c2cccs2)o1 (stereo not drawn)	i	i	1.5
O=[N+]([O-])c1ccc(S(=O)(=O)NCC(c2ccco2)N2CCc3ccccc3C2)cc1 (stereo not drawn)	i	i	0.1
COC(=O)c1cc(CSc2nnc(NC3CCCCC3)s2)oc1C	i	i	-2.8
CC(C)(C)C(=O)Nc1nnc(COc2ccc(Cl)cc2)s1	i	i	-0.8
COC(=O)CCC(=O)Nc1sc(C)c(C)c1C(N)=O	i	i	0.5
Cc1nn(-c2ccccc2)c2c1C(c1ccc(Cl)cc1)N(c1ccccc1)C(=O)N2 (stereo not drawn)	i	i	-1.7
CCCCn1c(N)c(N(CCOC)C(=O)COC(=O)c2ccccc2OCC)c(=O)[nH]c1=O	i	i	-1.4
CC(=O)N/C(=C\c1ccc(F)cc1)C(=O)NC(Cc1ccccc1)C(=O)O (stereo not drawn)	i	i	0.6
CC1(C)Oc2ccc3ccc(=O)oc3c2C(N2CCCCC2)C1O (stereo not drawn)	i	i	-1.8
COC1=C(Nc2ccc(OC)cc2)C(=O)c2ccccc2C1=O	6.51*	i	2.5
CCOC(=O)C(O)(NC(=O)c1cccnc1)C(F)(F)F (stereo not drawn)	i	i	4.4
Cc1ccc(C(=O)OC(C)C(=O)NC2CCCCC2C)cc1S(=O)(=O)N1CCOCC1 (stereo not drawn)	i	i	-1.1
CCC(C)(C)NC(=O)c1ccc2c(c1)N(CC(=O)OC)C(=O)C(C)(C)O2	i	i	-0.2
CN1CCCCCC1=Nc1ccccc1C#N	i	i	-1.3
O=C(c1ccco1)N1CCN(S(=O)(=O)c2ccc([N+](=O)[O-])cc2)CC1	i	i	-1.9
CCC(C(=O)Nc1ncc(C)s1)c1ccccc1 (stereo not drawn)	i	i	-0.7
Cc1ccc(Nc2c(-c3ccc(N4CCOCC4)cc3)nc3ncccn23)c(C)c1	i	i	-1.0
O=[N+]([O-])c1cc(Br)c(O)c(C=Nc2ccc(N3CCOCC3)cc2)c1	i	i	1.5
Cc1nnc(SCC(=O)Nc2sc3c(c2C(=O)c2ccccc2)CCCC3)s1	8.08*	i	-3.0
Cc1cccc(C(=O)NCc2nnc(SCC(=O)NC(C)c3ccccc3)n2C)c1 (stereo not drawn)	i	i	-1.0
O=[N+]([O-])c1ccc(N2CCCC2)cc1NC(c1ccccc1)c1ccccc1	i	i	0.7
O=C(NC1(C(F)(F)F)Oc2ccccc2O1)N1CCCC1	6.62*	i	-0.5
Cc1ccc(S(=O)(=O)N2CCN(CC3CC4C=CC3C4)CC2)cc1 (stereo not drawn)	i	i	-0.5
CC(C)(C)c1cc(C(=O)N/N=C/c2ccc(F)cc2)n(-c2ccccc2)n1	i	-5.13*	0.6
COc1cc(CNCCN(C)C)c(Br)cc1OC1CCCC1	i	i	0.6
Cc1cc(NC(=O)c2ccc(S(=O)(=O)N3CCc4ccccc43)cc2)no1	i	i	-0.4
CC(C)C(C(=O)NC(C)(C)C)N(CCN1CCOCC1)C(=O)CNS(=O)(=O)c1ccccc1 (stereo not drawn)	i	i	-1.3
COc1ccc(C2C(C#N)=C(N)N(N(C)C)C3=C2C(=O)CC(C)(C)C3)cc1OC (stereo not drawn)	i	i	-1.0
COc1ccc(NC(=O)COC(=O)c2c3c(nc4ccccc24)CCCC3)cc1Cl	i	i	-2.3
CCn1ncc(Br)c1C(=O)Nc1cccc(F)c1	i	i	-1.4
COc1ccccc1C(C)NC(=O)c1ccccc1SCC(=O)N1CCCC1 (stereo not drawn)	i	i	-0.7
Cc1cc(=O)[nH]c(CN2CCC(c3ccccc3)CC2)n1	i	i	-0.6
O=C(NCC1CCCO1)c1ccc(COc2ccccc2)cc1 (stereo not drawn)	i	i	-0.3
COc1cccc(NC(=O)CSc2nc3c(c(=O)n2C)SC(C)C3)c1 (stereo not drawn)	i	i	0.5
CCN(CC(O)COCc1ccc(Cl)cc1)C1CCCCC1 (stereo not drawn)	i	i	-1.1
Cc1ccc(OCc2ccccc2Br)c([N+](=O)[O-])n1	i	i	0.6
CCc1ccccc1N(C(=O)c1ccco1)C(C(=O)NC1CCCC1)c1cccnc1 (stereo not drawn)	i	i	-1.1
CCOC(=O)N1CCN(Cc2nc3cc(NC(=O)c4cccs4)ccc3n2C)CC1	i	i	-0.3
